# TRPV1 agonist – HTS Assay for Compounds that Act as Agonists of the Vanilloid Receptor 1. TRPV1-expressing cells, Fluo-8 calcium influx, agonist mode. activation, % at 8.33 µM. 320,000 compounds, 0.19% hits. AID 540275, 2011; in the data active means activation above about 80%; inconclusive means between about 30% and that limit; further: 0% is about no effect
#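 Cells expressing TRPV1 were dye-loaded with Fluo-8 and read kinetically: 10 s baseline, 3 min after compound (agonist portion), then 2 min after EC20 capsaicin (allosteric enhancer portion). Calcium-bound dye fluorescence at 480/520 nm.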
# AT treatment – qHTS Assay for Identifying a Potential Treatment of Ataxia-Telangiectasia | Potency, µM (doses to about 57.5 µM), inactives show at the top dose activation, actives largely listed as activators | […] A-T fibroblasts, KAP-1 phosphorylation AlphaLISA; neocarzinostatin DNA damage 30 min before lysis | AID 485349, 2010 | 320,000 compounds, 0.19% hits; further: potency means the concentration at half of the fitted maximal effect; % of control where 0% means no effect; nearly all actives have a fitted effect of over 45% in size
#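 ATM-like activity read as KAP-1 phosphorylation via AlphaLISA donor/acceptor antibody pairs after lysis and 6 hr at 25C. Cells were ATM-null patient fibroblasts ([…], hTERT), dosed 60 min, then exposed to the DSB inducer NCS for 30 min.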
# ELG1 repair inh – qHTS screen for small molecules that inhibit ELG1-dependent DNA repair in human embryonic kidney (HEK293T) cells expressing luciferase-tagged ELG1. Potency, µM (top dose mostly 46.1 µM), inactives show at the top dose activity change, negative = inhibition, hits mostly inhibitors. AID 504467, 2011. 330,000 compounds, 2.3% hits. HEK293T ELG1-luciferase reporter, luminescence, 16 h; DNA damage induced by 5-fluorouridine; further: potency means the concentration at half of the fitted maximal effect; on the % scale 0 is the no-effect control and ±100 the full control effect; nearly all actives have a fitted effect of over 55% in size
#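 Quantitative HTS, concentration-response format. 2,000 cells/well co-treated with 5-fluorouridine and compound, 16 hr in 5% CO2 at 37 °C; ONE-Glo luminescence read after 30 min.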
# TSHR antag – Antagonists of the Thyroid Stimulating Hormone Receptor: HTS campaign | 330,000 compounds, 0.2% hits | Thyrotropin receptor (Homo sapiens), P16473 | activity change, negative = inhibition, % at 11.5 µM | TSHR-expressing cells, TSH-stimulated cAMP HTRF, 2 h; stronger effect = lower value | AID 504810, 2011;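 active means activity change below a set negative limit, meaning inhibition stronger than a set level, cut at about -70% in these data; inconclusive means activity change between two set negative limits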; further: on the % scale 0 is the no-effect control and ±100 the full control effect
#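 Competitive HTRF cAMP read-out (cryptate anti-cAMP antibody, cAMP-d2; 30 min, room temperature) in freshly harvested TSHR cells. Compounds added before TSH at EC80 (4nM final), followed by 2 hours' incubation at 37 deg C.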
# Eya2 phos inh – qHTS Assay for Inhibitors of the Phosphatase Activity of Eya2. Protein phosphatase EYA2 (Homo sapiens), O00167. recombinant Eya2, OMFP fluorescence dephosphorylation (OMFP is methylfluorescein phosphate). Potency, µM (highest dose often 76.9 µM), for inactives: at the highest dose activity, negative = inhibition, actives largely listed as inhibitors. 330,000 compounds, 0.006% hits. AID 488837, 2010; further: potency means the concentration at half of the fitted maximal effect; on the % scale 0 is the no-effect control and ±100 the full control effect
#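 Eya2 protein (added as 0.2 uM solution) was preincubated with compound for 10 min at ambient temperature in 50 mM HEPES pH 7.5, 50 mM NaCl, 5 uM MgCl2, 0.05% BSA, 1 mM DTT. OMFP (added at 50 uM) then reacted 10 min; fluorescence read at 485/525 nm.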
# KCNH2 3.1 block – qHTS for Inhibitors of KCHN2 3.1: Mutant qHTS; U2OS KCNH2 3.1, thallium flux FluxOr; stronger effect = lower value; activity change, % (tested at about 1.8 µM); 340,000 compounds, 0.95% hits;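 active means maximum activity change below -70%; inconclusive means maximum activity change from -70% to -50%; inactive means maximum activity change above -50%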;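 further: thallium influx rate constant from kinetic fluorescence after stimulation buffer; on the % scale 0 is the no-effect control and ±100 the full control effect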
#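 Kinetic fluorescence (2 min after stimulation buffer) measures Tl+ influx through KCNH2 3.1 expressed by viral transduction in U2OS cells; the rate constant is normalized against DMSO controls serving as positive and negative references.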
# Mito fusion yeast – qHTS Assay for Small Molecule Inhibitors of Mitochondrial Division or Activators of Mitochondrial Fusion; S. cerevisiae fusion-defective mutant growth rescue, CellTiterGlo 48 h; 320,000 compounds, 0.23% hits; Potency, µM (titrated, usually from 46.1 µM), for inactives: at the highest dose growth rescue (activation), hits mostly activators; AID 485298, 2010;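 further: potency means the concentration at half of the fitted maximal effect; % of control where 0% means no effect; nearly all actives have a fitted effect of over 45% in size; temperature-sensitive fusion mutants such as fzo1-1 at 37 °C on non-fermentable ethanol glycerol medium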
#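 Growth-rescue viability read-out: after 48 h at the non-permissive 37C in glycerol/ethanol YPEG, yeast mitochondrial fusion mutants are measured by CellTiterGlo luminescence; compounds (23 nl pinned per well) restoring growth score as division inhibitors or fusion activators.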
# USP2a inh – qHTS Assay for Inhibitors of Ubiquitin-specific Protease USP2a Using CHOP2 as the Reporter; USP2 core, Ub-CHOP2 coupled fluorogenic reporter, 485/531; Potency, µM (doses to about 38.3 µM), for inactives: at the highest dose activity change, negative = inhibition, actives largely listed as inhibitors; 330,000 compounds, 0.01% hits; AID 463254, 2010;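 further: potency means the concentration at half of the fitted maximal effect; plate controls were DMSO wells for no effect and full inhibition by NEM control for full effect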
#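 USP2 core (10nM final) preincubated 30min RT with compound in 20mM Tris-HCl pH 8.0, 2mM CaCl2, 2mM beta-mercaptoethanol, 0.05% CHAPS; 25nM Ub-CHOP2 plus 25nM reporter substrate added, fluorescence (Ex485/Em531) read after 60min.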
# hERG WT inh – qHTS for Inhibitors of KCHN2 3.1: Wildtype qHTS; activity change, % at 1.84 µM; Voltage-gated inwardly rectifying potassium channel KCNH2 (Homo sapiens), Q12809; U2OS, BacMam KCNH2, thallium flux FluxOr; stronger effect = lower value; 340,000 compounds, 0.37% hits;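 active means maximum activity change below -70%; inconclusive means maximum activity change between -70% and -50%; inactive means maximum activity change above -50%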; further: on the % scale 0 is the no-effect control and ±100 the full control effect
# Target sequence (Q12809 whole entry, looked up): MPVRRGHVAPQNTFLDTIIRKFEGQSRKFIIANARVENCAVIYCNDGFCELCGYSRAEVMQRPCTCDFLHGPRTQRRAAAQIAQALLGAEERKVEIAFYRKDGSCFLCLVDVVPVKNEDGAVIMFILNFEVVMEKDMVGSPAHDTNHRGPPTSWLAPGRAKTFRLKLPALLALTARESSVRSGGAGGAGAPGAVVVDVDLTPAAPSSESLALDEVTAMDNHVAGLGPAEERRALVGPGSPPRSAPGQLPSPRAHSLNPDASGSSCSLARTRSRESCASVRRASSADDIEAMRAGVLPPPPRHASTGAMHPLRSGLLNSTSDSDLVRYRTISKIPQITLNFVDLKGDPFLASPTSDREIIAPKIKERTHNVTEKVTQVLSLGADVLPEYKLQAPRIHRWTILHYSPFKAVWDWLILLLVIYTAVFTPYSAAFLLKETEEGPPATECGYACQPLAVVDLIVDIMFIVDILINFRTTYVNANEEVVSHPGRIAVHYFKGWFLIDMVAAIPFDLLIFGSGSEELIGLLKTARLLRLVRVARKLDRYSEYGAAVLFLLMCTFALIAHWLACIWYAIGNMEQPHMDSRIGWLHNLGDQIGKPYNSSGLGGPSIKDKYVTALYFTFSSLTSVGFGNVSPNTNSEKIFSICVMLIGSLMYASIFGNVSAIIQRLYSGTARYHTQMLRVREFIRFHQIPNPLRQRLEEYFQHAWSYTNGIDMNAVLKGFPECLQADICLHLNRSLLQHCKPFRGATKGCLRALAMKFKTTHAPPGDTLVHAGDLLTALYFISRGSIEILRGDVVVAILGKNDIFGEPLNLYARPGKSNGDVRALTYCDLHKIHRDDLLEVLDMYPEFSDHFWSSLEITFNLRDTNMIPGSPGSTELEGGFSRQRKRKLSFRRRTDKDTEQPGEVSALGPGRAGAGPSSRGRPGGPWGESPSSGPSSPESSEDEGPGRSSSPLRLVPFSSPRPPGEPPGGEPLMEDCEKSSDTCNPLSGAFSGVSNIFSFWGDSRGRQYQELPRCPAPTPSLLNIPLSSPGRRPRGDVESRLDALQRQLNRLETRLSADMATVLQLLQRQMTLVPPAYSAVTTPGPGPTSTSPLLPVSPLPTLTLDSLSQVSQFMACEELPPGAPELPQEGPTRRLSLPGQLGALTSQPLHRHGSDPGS
#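 U2OS cells were transduced with wild-type KCNH2 virus (2.03 x 10^8 / mL) for 4 h at room temperature, then cultured overnight at 37 C. Thallium flux was read with FluxOr dye. Rate constants were normalized to DMSO controls.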
# TCR act – Activators of T cell receptors: qHTS campaign | AID 504894, 2011 | 330,000 tested, under 10 active | primary human leukocytes, anti-CD3, IL-2 HTRF, 48 h | Potency, µM (series often up to 9.22 µM), for inactives: at the highest dose activation of IL-2 secretion, actives largely listed as activators; further: % of control where 0% means no effect
#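 48 hr co-incubation of compounds, a-CD3 beads and primary human leukocytes; IL-2 quantified homogeneously by HTRF with anti-IL-2 K and d2 conjugates.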
# The depositor's hits bear a star; ? = inconclusive; . = no result given; [ ] = remark or other dose. Unless noted, the call rests on the fitted dose curve; in most records, active means well fitted curve in the direction sought with a large enough effect; inconclusive means small, poorly fitted or top-dose-only effect, or another doubt; inactive means no such curve, though single readings can be large; an effect the other way counts as inactive or inconclusive. The list is partial; rates above refer to the full screens.
SMILES,TRPV1 agonist,AT treatment,ELG1 repair inh,TSHR antag,Eya2 phos inh,KCNH2 3.1 block,Mito fusion yeast,USP2a inh,hERG WT inh,TCR act
CCc1cc(=O)oc2cc(OC(C)C(=O)NCCCn3ccnc3)ccc12 (centres undefined),1.5,9.5%,5.7%,10.7,10.2%,10.5,-6.9%,-1.9%,1.0,-4.6%
COc1ccc(/C=C(\NC(=O)c2ccc(Cl)cc2)C(=O)NCCCN2CCOCC2)cc1OC,0.7,3.3%,28.0%,4.9,2.1%,-17.7,-5.3%,-1.2%,4.7,2.2%
CC1=C(C(=O)OC(C)C)C(c2ccccc2)NC(=S)N1C (centres undefined),-2.1,-10.8%,-3.7%,-4.5,-12.6%,-8.2,-11.0%,-0.9%,-3.5,1.5%[46.1 µM]
O=C(CSc1ccc(-c2ccccc2)nn1)c1ccccc1,25.3,-1.6%,?,-0.2,-1.3%,-2.0,1.0%,5.7%,-27.0,-7.1%[46.1 µM]
N#Cc1c(NC(=O)C2CC(Cl)=CCC2C(=O)O)sc2c1CCCC2 (centres undefined),-0.4,-6.2%,8.6%,42.1,19.7%,8.3,2.7%,1.0%,-8.4,4.4%
Cc1cc(C(=O)CN2C(=O)c3ccccc3C2=O)c(C)n1Cc1cccs1,17.8,-0.9%,?,7.2,0.4%,9.9,-5.3%,0.9%,11.4,1.3%[46.1 µM]
Cc1ccc(NC(=O)CN2C(=O)S/C(=C\C(=O)Nc3ccc(Cl)cc3)C2=O)cc1,-3.3,-2.5%,8.9%,-3.2,8.9%,4.6,-1.9%,1.6%,0.1,6.9%[46.1 µM]
Cc1cccc(NC(=O)/C(C#N)=C\c2ccc(C(=O)O)cc2)c1,1.9,-0.5%,-3.6%,-10.1,10.1%,22.5,-4.1%,1.9%,-6.3,3.0%
COc1cc(/C=N/NC(=S)N/N=C/c2cc(OC)c(OC)c(OC)c2)cc(OC)c1OC,-7.6,.,?,3.1,8.8%,-20.1,5.9%,-2.1%,8.5,8.7%[46.1 µM]
CS(=O)(=O)c1cccc(C(=O)OCC(=O)NC(=O)Nc2ccccc2F)c1,.,13.3%,1.5%,7.5,2.9%,-31.4,.,-0.6%,0.3,-1.4%[46.1 µM]
CC(C)NC(=O)CS(=O)(=O)c1ccccc1,0.5,-5.0%,-0.4%,-4.3,7.6%,11.0,-2.5%,0.9%,-5.1,-5.7%
COc1cccc(NC(=S)C(C#N)=C2N(C)c3ccccc3N2C)c1,0.4,-0.8%,-2.3%,-9.3,14.2%,6.4,-3.4%,0.6%,8.5,7.3%
Cc1ccc(-n2nc3c(=O)n(CC(=O)NC(C)CCc4ccccc4)nc(C)c3c2C)cc1 (centres undefined),-1.9,-2.2%,0.651µM*,-13.5,-1.6%,30.9,2.4%,0.9%,10.4,4.4%
COc1ccc(C(=O)Nc2ccccc2N2CCN(C(=O)c3ccccc3)CC2)cc1Br,?,4.0%,20.6µM*,-3.5,1.4%,-3.2,2.8%,-4.8%,11.1,2.6%
O=C(CCS(=O)(=O)c1cccs1)Nc1ccc(C(=O)NC2CCN(Cc3ccccc3)CC2)cc1,-1.1,1.4%,-19.2%,-3.0,15.8%,-4.3,-7.3%,-1.1%,11.1,-5.2%
CCCNC(=O)c1nnsc1S(=O)c1ccc(Cl)cc1 (centres undefined),13.4,-0.6%,26.1%,-38.4,-11.4%,-45.8,-1.6%,2.3%,-5.9,5.7%
CC(C)OC(=O)CSc1nnnn1-c1ccc2c(c1)OCCO2,2.9,2.2%,?,-10.7,5.4%,-2.1,-0.7%,-0.2%,19.3,-1.3%
CCN(CC)C(=O)Oc1cc(=O)n(C)c2ccccc12,3.1,0.7%,-7.8%,1.0,0.7%,0.5,1.6%,3.6%,-1.9,-2.4%[46.1 µM]
COc1ccc(Br)cc1/C=C1\Oc2ccccc2NC1=O,-5.8,7.6%,-3.3%,-0.1,-0.2%,0.2,-6.1%,1.2%,-25.4,-3.1%
COCCCNC(=S)NCCc1ccc(F)cc1,16.9,1.0%,?,-7.2,-21.9%,5.9,0.8%,2.1%,22.3,-2.0%
Clc1cc2nc(-c3cccnc3Cl)[nH]c2cc1Cl,?,10.0%,?,-8.1,-1.1%,-0.1,0.8%,1.7%,11.6,-2.0%
CCCCn1c(N)c(N(CCOC)C(=O)COc2ccc(C(C)=O)cc2)c(=O)[nH]c1=O,-0.9,2.4%,?,-9.0,10.7%,-17.6,-0.6%,0.5%,-0.1,-3.5%
CC12CC3CC(C)(C1)CC(Nc1nc(N4CCOCC4)nc4ccccc14)(C3)C2,23.0,10.4%,-17.4%,13.6,10.0%,?,-0.9%,9.7%,-8.5,2.6%
COC(=O)c1cc(Br)c(=O)n(Cc2cccnc2)c1,0.4,2.5%,-3.5%,-8.5,3.6%,-0.4,-2.4%,-0.1%,-16.1,-2.1%
COC(=O)C1CCN(C(=O)c2cc3c(=O)n4cccc(C)c4nc3n2Cc2ccccc2)CC1,-2.4,10.7%,?,4.4,-7.1%,-1.3,4.8%,-0.5%,1.0,-1.0%

# Further entries follow:
SMILES,TRPV1 agonist,AT treatment,ELG1 repair inh,TSHR antag,Eya2 phos inh,KCNH2 3.1 block,Mito fusion yeast,USP2a inh,hERG WT inh,TCR act
CCOC(=O)C(CSCC(=O)c1ccc(Br)cc1)NC(=O)OC(C)(C)C (centres undefined),?,-4.6%,-3.3%,-10.4,5.8%,.,1.4%,2.6%,.,.
Cc1ccccc1NC(=O)Cn1cnc2c(oc3ccccc32)c1=O,0.2,-1.5%,3.2%,3.2,2.7%,-6.5,-1.6%,1.9%,5.1,-4.4%
COc1ccc(N=C/C=C2\C=C(c3ccccc3)OC(C)(C)O2)cc1,-2.1,-4.3%,?,8.1,-26.9%,-1.1,4.6%,-0.4%,1.9,-0.6%[46.1 µM]
COc1ccc(S(=O)(=O)N2CCC(C(=O)Nc3nccs3)CC2)cc1,8.0,14.5%,?,-4.5,-6.2%,-7.2,-1.4%,1.4%,-1.8,2.3%
CC1=Nc2cc(C(=O)NCCCN3CCN(C)CC3)ccc2Sc2ccc(C)cc21,-0.1,-3.0%,19.1%,10.3,-10.1%,9.4,0.3%,-0.3%,10.0,-2.4%
C=CCn1c(SCC(=O)NCC2CCCO2)nc2sc(CC)cc2c1=O (centres undefined),.,-8.1%,-15.0%,.,1.8%,1.2,.,7.6%,-13.6,2.5%
CN(C)CCNC(=O)CNC(=S)N(Cc1ccccc1)Cc1cccnc1,-0.7,12.2%,?,2.2,-5.6%,3.9,-4.4%,0.7%,-1.5,-0.8%[46.1 µM]
Cc1ccc(S(=O)(=O)N2CCCCC2)cc1NC(=O)COC(=O)c1ccccc1F,-1.5,6.5%,?,-11.5,-4.8%,-7.8,5.8%,1.3%,4.3,-0.8%
Cc1ccc(C(=O)N2CCN(S(C)(=O)=O)C2)cc1,0.5,7.8%,13.7%,-8.0,0.0%,6.0,-2.7%,3.1%,-1.5,6.0%
Cc1ccc(S(=O)(=O)N2CCOCC2)cc1C(=O)NC1CCSc2ccccc21 (centres undefined),-0.2,-4.3%,5.4%,6.8,-5.4%,10.2,-4.8%,0.9%,11.8,7.0%
CN(Cc1cn(C)nc1-c1ccccc1F)C1CCOC1 (centres undefined),0.6,1.8%,-6.3%,6.5,-1.7%,-21.8,0.9%,1.0%,-4.1,-0.5%
Cc1nn(CC(=O)Nc2cccc(Cl)c2)c(=O)c2cc(-c3ccccc3)nn12,-1.1,-4.7%,28.6%,-6.3,-5.3%,29.9,3.2%,5.1%,-22.0,-4.1%
O=C(OCc1nnc(-c2ccccc2)o1)c1cc2ccccc2cc1O,1.9,8.6%,16.3%,-0.7,?,-9.0,-0.2%,2.9%,-5.5,0.7%
Clc1cccc(OCc2nc(-c3ccncc3)no2)c1,2.9,12.7%,?,12.8,-3.6%,7.1,-14.2%,4.9%,14.9,6.1%
Cc1ccc(S(=O)(=O)N(C)C[C@H]2Oc3ccc(NC(=O)C4CCCCC4)cc3C(=O)N([C@H](C)CO)C[C@H]2C)cc1,.,-1.9%,3.8%,2.2,8.6%,-12.6,.,3.5%,-14.7,-1.0%
